Screening results (PubChem)
D3 antag = blocks the human D3 dopamine receptor; max response, negative = inhibition, %; actives 2.5% (n = 360,000); D3R cells, DiscoveRx beta-arrestin luminescence, antagonist mode; stronger effect = lower value; AID 652054; in the data active = max response below about -50%; inconclusive = no clear call, values can overlap the other calls; also: % is scaled to controls: 0 for no effect and ±100 for the full control effect; mostly tested at two doses, the higher about 12 µM
Target sequence (P35462 whole entry, looked up): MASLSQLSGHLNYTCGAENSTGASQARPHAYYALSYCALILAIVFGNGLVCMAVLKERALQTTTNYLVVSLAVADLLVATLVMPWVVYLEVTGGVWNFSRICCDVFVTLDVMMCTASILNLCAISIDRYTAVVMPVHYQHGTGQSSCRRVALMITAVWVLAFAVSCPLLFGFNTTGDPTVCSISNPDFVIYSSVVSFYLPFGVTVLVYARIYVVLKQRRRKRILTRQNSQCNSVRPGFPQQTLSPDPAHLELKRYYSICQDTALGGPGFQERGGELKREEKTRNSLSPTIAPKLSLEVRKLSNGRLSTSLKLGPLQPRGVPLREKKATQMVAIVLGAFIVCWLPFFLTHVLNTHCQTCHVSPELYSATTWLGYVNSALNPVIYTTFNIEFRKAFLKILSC
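Cells plated overnight at 1500 cells/well, then exposed to library compounds with dopamine controls for 90 minutes at 37 degrees C. DiscoveRx reagent added for 30–60 minutes at room temperature; luminescence read, quantitative HTS format.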
PTHR1 ag = agonists of human PTHR1 parathyroid hormone receptor | Q03431 | HEK293 GP2 PTHR1 cells, GloSensor cAMP luminescence, 1 h | Potency, µM (top dose mostly 115 µM), for inactives: top-dose activation, actives largely listed as activators | actives 0.075% (n = 410,000) | AID 743266; also: potency is read from the fitted curve at half-maximal effect; nearly all actives have a fitted effect of over 55% in size; some results filed as inactive show a strong effect at the top dose; inactives centre near -15; many of its hits are not listed in these tables
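HEK-293-derived GP2 cells expressing PTHR1 and a GloSensor cAMP reporter, 3,000/well, plated overnight, given luciferin plus IBMX (each 0.5 mM as added) for 1 h at 37 °C, then compound for 1 h at 37 °C. Luminescence was read after 15 min at room temperature.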
DRD3 agonist = activates the human D3 dopamine receptor; P35462; D3R DiscoveRx beta-arrestin cells, luminescence, 90 min; max activation, %; actives 0.58% (n = 410,000); in the data active = max activation above about 30%; also: 0% is about no effect; mostly tested at two doses, the higher about 12 µM
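Cells at 1500/well, incubated overnight, then treated with pinned compounds (dopamine as control) for 90 min at 37 degrees C. DiscoveRx reagent added for 30 - 60 minutes at room temperature; luminescence read.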
GLP1R cytotox = cytotoxic in the GLP-1 receptor inverse agonist counter-screen | HEK293 cAMP-luciferase reporter cells, luminescence, 24 h | Potency, µM (doses to about 38.3 µM), for the others: top-dose activity change, negative = inhibition, most hits filed as inhibitors | AID 624418 | actives 0.13% (n = 410,000);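 also: loss of luciferase light is scored as toxicity; potency is read from the fitted curve at half-maximal effect; % is scaled to controls: 0 for no effect and ±100 for the full control effect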
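Luminescence readout: signal drop marks cytotoxicity. Plated cells grew 12 h at 37 °C, 5% CO2, received 23 nL compound for 24 h, then got luciferase reagent, read after 12 min at RT.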
TDP-43 yeast inh = rescues yeast growth from TDP-43 toxicity; Potency, µM (titrated, usually from 46.1 µM), for inactives: at the highest dose growth rescue (activation), hits mostly activators; TDP-43 expressing yeast growth rescue, BacTiter-Glo, 24 h; AID 652104; actives 1.8% (n = 410,000); also: potency is read from the fitted curve at half-maximal effect; % of control where 0% means no effect; nearly all actives have a fitted effect of over 50% in size
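Yeast expressing TDP-43 (pregrown in raffinose, seeded at OD600=0.02 in galactose medium) exposed to compounds 24 hr at 30 deg C. Growth read by BacTiter-Glo luminescence; rescue of toxicity appears as increased signal.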
GLP1R inv ag = inverse agonists of human GLP-1 receptor; actives 1.6% (n = 410,000); Potency, µM (top dose mostly 38.3 µM), for inactives: at the highest dose activity change, negative = inhibition, usual class: inhibitors; AID 624417; HEK293 GLP-1R CRE-luciferase, luminescence, 24 h; GLP-1R form is constitutively active; also: potency is read from the fitted curve at half-maximal effect; % is scaled to controls: 0 for no effect and ±100 for the full control effect; nearly all actives have a fitted effect of over 55% in size
Target sequence (P43220 whole entry, looked up): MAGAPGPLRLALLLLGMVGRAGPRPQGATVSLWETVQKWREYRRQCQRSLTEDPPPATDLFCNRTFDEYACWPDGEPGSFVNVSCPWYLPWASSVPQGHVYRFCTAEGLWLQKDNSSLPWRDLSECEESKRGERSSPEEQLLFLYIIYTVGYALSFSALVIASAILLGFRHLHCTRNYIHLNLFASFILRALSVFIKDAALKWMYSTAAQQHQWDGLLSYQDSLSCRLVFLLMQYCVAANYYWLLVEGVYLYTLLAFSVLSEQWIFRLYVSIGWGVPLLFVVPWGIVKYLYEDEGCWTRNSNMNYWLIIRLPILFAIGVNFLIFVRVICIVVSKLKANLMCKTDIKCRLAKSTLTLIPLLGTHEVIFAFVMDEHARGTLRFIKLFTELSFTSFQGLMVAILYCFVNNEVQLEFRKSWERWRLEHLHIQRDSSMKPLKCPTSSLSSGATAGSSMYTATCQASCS
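Cells are plated, allowed 12 hours at 37 deg C, then treated with compounds for 24 hr before luciferase detection reagent is added and luminescence is read after 12 min at room temperature. The HEK293 line carries constitutively active GLP-1R with a cAMP-responsive reporter.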
GLP1R ag = GLP-1 receptor (human) agonism; AID 624172; HEK293 GLP-1R CRE-luciferase, luminescence, 4-6 h; cells express a hypersensitive GLP-1R form; actives 0.007% (n = 380,000); Potency, µM (series often up to 45.6 µM), inactives show top-dose activation, usual class: activators; P43220; also: potency is read from the fitted curve at half-maximal effect; % of control where 0% means no effect
aSyn yeast inh = alpha-synuclein toxicity inhibition in yeast; actives 0.14% (n = 370,000); AID 652106; Yeast expressing alpha-synuclein, growth rescue, BacTiter-Glo, 24 h; Potency, µM (doses to about 46.1 µM), without a hit: at the top dose growth rescue (activation), hits mostly activators; also: potency is read from the fitted curve at half-maximal effect; % of control where 0% means no effect; nearly all actives have a fitted effect of over 65% in size
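Rescue of yeast growth: cells expressing toxic alpha-synuclein, induced in galactose at OD600 0.02, incubated with compound 24 h at 30 C. ATP luminescence quantified growth; inhibitors of toxicity appear as activators.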
KB-V1 cytotox = kills drug-selected multidrug resistant KB-V1 cells; KB-V1 MDR cells viability, CellTiter-Glo, 72 h; Potency, µM (highest dose often 46.1 µM), inactives show at the highest dose activity change, negative = cytotoxicity, hits mostly cytotoxic; actives 3.4% (n = 400,000); also: potency is read from the fitted curve at half-maximal effect; % is scaled to controls: 0 for no effect and ±100 for the full control effect; nearly all actives have a fitted effect of over 60% in size
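KB-V1, DMEM (no phenol red) + 10% FBS; cpd pin-transferred, titration series; 72 h, 37 degrees C; CellTiter-Glo, luminescence. Data normalized, curve-fit.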
An asterisk follows results filed as active; i = inactive; u = inconclusive; x = not tested or not shown; [ ] = remark or other dose. Unless noted, calls follow the shape of the dose curve; as a rule, active = well fitted curve in the direction sought with a large enough effect; inconclusive = small, poorly fitted or top-dose-only effect, or another doubt; inactive = no such curve, though single readings can be large; an effect the other way counts as inactive or inconclusive. Not all compounds are listed. The share of hits here may be higher or lower than overall.

Second line of a record – D3 antag | PTHR1 ag | DRD3 agonist | GLP1R cytotox | TDP-43 yeast inh | GLP1R inv ag | GLP1R ag | aSyn yeast inh | KB-V1 cytotox
C[C@@H]1CN([C@H](C)CO)C(=O)c2cc(/C=C/c3ccccc3)cnc2O[C@H]1CN(C)C(=O)NC1CCCCC1
→ -3.2 | -23.8% | 6.4 | 21.8% | 12.0% | u | -4.3% | 2.3% | u
CCC(C)NC(=O)c1c(N)n(CCCOC)c2nc3ccccc3nc12 (configuration not stated)
→ 13.4 | 23.4%[57.5 µM] | -6.3 | x | 25.1µM* | -24.2% | 10.0% | 10.8% | 8.2µM*
Cc1ccccc1NC(=O)Oc1cccc(OC(=O)c2ccccc2)c1
→ 4.0 | 2.4% | -0.7 | 2.3% | u | 11.6% | -3.0% | 9.5% | -5.8%
CCCCC[C@@H]1CCCCC[C@H](O)C[C@@H](O)[C@@H](O)/C=C/C(=O)O1
→ -0.1 | i | -4.3 | -19.9% | 7.6% | -19.1% | 4.3% | 5.6% | u
COc1ccccc1N1CCN(CCc2c[nH]c3cc4c(cc23)OCO4)CC1
→ -79.2* | i | -26.5 | -22.4% | -20.7% | u | 3.8% | -4.0% | 18.4µM*
Cc1cc(C=C2C(=O)N(C)C(=S)N(C)C2=O)c(C)n1C1CCCCC1
→ 0.0 | -0.8%[57.5 µM] | 2.6 | 6.7% | 0.3% | 9.8% | -14.6% | 7.1% | -0.2%
C[C@H]1CN([C@@H](C)CO)C(=O)CCCn2nncc2CO[C@H]1CN(C)C(=O)Oc1cccc2ccccc12
→ 27.0 | -24.5% | 4.0 | 3.3% | 21.1% | 12.5% | -0.2% | u | 0.9%
O=C(Oc1ccc(Br)cc1C(=S)N1CCCC1)c1ccccc1Cl
→ -20.3 | -79.2%[inhibitor] | -2.0 | -15.8% | -9.7% | u | 1.4% | u | 0.0%
C=CCn1c(O)c(/C=C/C=Nc2ccccc2)c(=O)[nH]c1=O
→ 30.9 | -0.1% | 4.0 | -1.7% | -5.0% | 2.3% | 12.6% | -12.7% | -6.3%
CC1(C)CSC(=NCc2ccccc2)N1
→ 4.7 | -10.6% | 1.7 | 1.8% | -3.3% | u | -6.0% | 2.0% | -15.5%
CC(C)CCOP(=O)(c1ccc(N(C)C)cc1)C(O)c1ccccc1 (configuration not stated)
→ 4.7 | -16.0% | 5.4 | -11.6% | 0.0% | u | 19.4% | -8.9% | -2.5%
CCCC/C(C)=C/[C@@H](NP(=O)(c1ccccc1)c1ccccc1)c1ccccc1
→ -0.8 | 1.8% | 3.5 | 11.5% | -73.0%[inhibitor] | u | 3.5% | -65.6%[inhibitor] | u
COc1ccc(OC)c(NP(=O)(Oc2ccc(Cl)cc2)Oc2ccc(Cl)cc2)c1
→ -10.6 | i | -2.2 | 9.6%[1.53 µM] | -2.8% | 9.3% | -4.5% | -8.3% | -9.0%
Cc1nn(C)cc1/C=C1/CC2C3CC=C4CC(O)CCC4(C)C3CCC2(C)C1=O (configuration not stated)
→ 17.1 | i | 1.1 | 1.2% | 11.5% | 8.0% | 1.1% | 1.6% | 18.4µM*
CC1=C(C(=O)O)N2C(=O)[C@@H](NC(=O)CCCC(=O)O)[C@H]2SC1
→ u | -15.0% | -22.2 | 9.0% | -0.2% | 0.1% | -4.5% | 0.3% | -6.3%
CCCNC(=O)N1[C@H]2CC[C@@H]1C(C(=O)OC)=C(c1c(C)noc1C)C2
→ -1.3 | i | 2.3 | -5.1% | 6.2% | -2.6% | -6.7% | 1.2% | 3.7%
CN1CC(C#N)C2(O)c3ccccc3CCC2C1 (configuration not stated)
→ -5.3 | -22.3% | 0.6 | 9.9% | 0.4% | 10.5% | 0.2% | -4.3% | -5.2%
CC12Nc3ccccc3C(=O)N1Cc1cnnn1-c1ccccc12 (configuration not stated)
→ -9.2 | -43.2%[inhibitor] | -4.4 | -17.0% | u | 9.6% | -1.5% | 4.7% | -14.5%
O=C(Nc1ccc2c(c1)OCO2)c1cccn(Cc2ccc(F)cc2)c1=O
→ x | -15.1% | 2.7 | 2.9% | 0.4% | 13.1% | x | x | 19.3%
COC(=O)c1ccc(CSc2nc3c(cnn3-c3ccc(C)cc3)c(=O)[nH]2)o1
→ 19.5 | 4.3%[57.5 µM] | 35.2* | -4.0% | -8.9% | 78.4%[activator] | 17.9% | 0.5% | u
CN1C(=O)NC(=O)/C(=C\C=C\c2ccccc2[N+](=O)[O-])C1=O
→ -29.8 | -45.4%[inhibitor] | -2.3 | u | -91.3%[inhibitor] | u | 19.3% | -9.4% | -10.9%
O=C(O)CSC(=S)N1CC2CC(C1)c1cccc(=O)n1C2 (configuration not stated)
→ 9.7 | i | -0.2 | -1.7% | 6.2% | 4.8% | -4.9% | 1.2% | 4.7%
COc1ccc2c(c1)CC1(CN2C)C(=O)NC(=O)N(c2ccc(C)cc2)C1=O (configuration not stated)
→ 0.0 | u | 3.6 | -0.8% | 6.0% | 12.0% | -2.1% | 3.6% | 13.8%
CC(Cc1ccccc1)NC(=O)c1ccc(N)cc1 (configuration not stated)
→ 11.2 | -12.7% | 1.3 | -7.4% | 25.3% | -23.4% | -8.8% | 6.0% | 0.0%
c1coc(CNCCc2c[nH]c3ccccc23)c1
→ -11.5 | -13.0% | -16.0 | -7.4% | 11.8% | -6.6% | -3.2% | -6.0% | 25.6%
COc1ccc2ccccc2c1CNCCc1ccccc1
→ -7.5 | i | -11.9 | -10.4% | 2.4% | u | -3.0% | 1.8% | -27.3%

Seven of the compounds above, in CSV form:
SMILES,D3 antag,PTHR1 ag,DRD3 agonist,GLP1R cytotox,TDP-43 yeast inh,GLP1R inv ag,GLP1R ag,aSyn yeast inh,KB-V1 cytotox
COc1ccc2c(c1)CC1(CN2C)C(=O)NC(=O)N(c2ccc(C)cc2)C1=O (configuration not stated),0.0,u,3.6,-0.8%,6.0%,12.0%,-2.1%,3.6%,13.8%
COc1ccc(OC)c(NP(=O)(Oc2ccc(Cl)cc2)Oc2ccc(Cl)cc2)c1,-10.6,i,-2.2,9.6%[1.53 µM],-2.8%,9.3%,-4.5%,-8.3%,-9.0%
C=CCn1c(O)c(/C=C/C=Nc2ccccc2)c(=O)[nH]c1=O,30.9,-0.1%,4.0,-1.7%,-5.0%,2.3%,12.6%,-12.7%,-6.3%
O=C(Nc1ccc2c(c1)OCO2)c1cccn(Cc2ccc(F)cc2)c1=O,x,-15.1%,2.7,2.9%,0.4%,13.1%,x,x,19.3%
CN1C(=O)NC(=O)/C(=C\C=C\c2ccccc2[N+](=O)[O-])C1=O,-29.8,-45.4%[inhibitor],-2.3,u,-91.3%[inhibitor],u,19.3%,-9.4%,-10.9%
c1coc(CNCCc2c[nH]c3ccccc23)c1,-11.5,-13.0%,-16.0,-7.4%,11.8%,-6.6%,-3.2%,-6.0%,25.6%
CCCNC(=O)N1[C@H]2CC[C@@H]1C(C(=O)OC)=C(c1c(C)noc1C)C2,-1.3,i,2.3,-5.1%,6.2%,-2.6%,-6.7%,1.2%,3.7%
